PvdQ acylase = P. aeruginosa PvdQ acylase inhibition; inhibition, % at 10 µM; purified PvdQ acylase, fluorescence plate reader; AID 488965; hit rate 0.063% among 340,000; in the data active means inhibition above about 30%, passing the limit was not always enough; inconclusive means no clear call, values can overlap the other calls;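 further: 0% = vehicle neutral wells and 100% = reference inhibitor wells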
Wnt act = Wnt/beta-catenin pathway activation. Wnt/beta-catenin reporter cell assay, activator, plate reader. hit rate 1.2% among 300,000. activation, % at 9.35 µM; in the data active means activation above about 30%, passing the limit was not always enough; inconclusive means no clear call, values can overlap the other calls;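 further: 0% = neutral control wells and 100% = positive control wells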
MITF act = increases MITF-driven TRPM1 promoter luciferase signal; AID 588334; hit rate 0.75% among 300,000; activation, % at 12.5 µM; SK-MEL-5 TRPM1-promoter luciferase, 24 h; % of positive control, neutral wells = 0;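 active means mean activation of at least 80% with every replicate also reaching 80%; inconclusive means mean reaches 80% but some replicate falls short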;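 further: 0% = neutral control wells and 100% = parthenolide positive control wells; values of inactives mirror those of a sister screen read the other way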
Rtt109 Vps75 = inhibitors of Candida albicans Rtt109/Vps75 histone acetyltransferase; hit rate 0.16% among 330,000; inhibition, % at 34.9 µM; Q5AAJ8; purified Rtt109/Vps75, ThioGlo CoA-SH fluorescence, 4 h;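 active means inhibition of at least 50% in every replicate; inconclusive means best replicate reaches 50% inhibition but some replicates fall short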
HTR5A ag = HTR5A agonism, opioid heterodimer counter-screen; P47898; HTR5A agonist assay, luminescence, cell-based; hit rate 0.61% among 340,000; activation, % at 9.3 µM; in the data active means activation mostly above about 9.5%, no sharp cut-off; inactive means mostly below about 7.6%;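 further: 0% = cells with vehicle only and 100% = reference agonist; strong numbers were not always called active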
SR-BI DiI-HDL act = enhances SR-BI lipid uptake from DiI-HDL. CHO ldlA[mSR-BI] cells, DiI-HDL uptake fluorescence, 3 h; 100 = double the neutral-control signal. activation, % at 12.5 µM. hit rate 0.096% among 320,000. AID 504775;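 active means mean replicate activation of at least 60% and every replicate at or above 60%; inconclusive means mean or all-replicate condition met, but not both; inactive means mean below 60% and not all replicates reaching 60%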;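 further: 0% = median plate neutral-control signal and 100% = twice that signal; values of inactives mirror those of a sister screen read the other way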
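system = CHO ldlA[mSR-BI] cells, LDL receptor-null, SR-BI overexpressing | medium = Ham's F12 with 0.5% BSA, HEPES 25 mM, pH 7.4 | probe or stimulus = DiI-HDL 10 µg/mL | compound dosing = single-point compound dose | incubation = compound exposure 3 h, 37 °C | technique = DiI fluorescence, bottom read | read-out = cell-associated DiI fluorescence as measure of HDL uptake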
SR-BI DiI inh = blocks mouse SR-BI lipid uptake from DiI-HDL. hit rate 0.96% among 320,000. inhibition, % at 12.5 µM. AID 488896. Q61009. ldlA[mSR-BI] CHO cells, DiI-HDL uptake fluorescence, 3 h;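 active means mean replicate inhibition of at least 70% and a set share of replicates each scoring 70 or more; inconclusive means meets just one of the two criteria; inactive means fails both criteria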;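 further: 0% = median of neutral control wells and 100% = median of positive control wells; values of inactives mirror those of a sister screen read the other way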
Target sequence (Q61009 whole entry, looked up): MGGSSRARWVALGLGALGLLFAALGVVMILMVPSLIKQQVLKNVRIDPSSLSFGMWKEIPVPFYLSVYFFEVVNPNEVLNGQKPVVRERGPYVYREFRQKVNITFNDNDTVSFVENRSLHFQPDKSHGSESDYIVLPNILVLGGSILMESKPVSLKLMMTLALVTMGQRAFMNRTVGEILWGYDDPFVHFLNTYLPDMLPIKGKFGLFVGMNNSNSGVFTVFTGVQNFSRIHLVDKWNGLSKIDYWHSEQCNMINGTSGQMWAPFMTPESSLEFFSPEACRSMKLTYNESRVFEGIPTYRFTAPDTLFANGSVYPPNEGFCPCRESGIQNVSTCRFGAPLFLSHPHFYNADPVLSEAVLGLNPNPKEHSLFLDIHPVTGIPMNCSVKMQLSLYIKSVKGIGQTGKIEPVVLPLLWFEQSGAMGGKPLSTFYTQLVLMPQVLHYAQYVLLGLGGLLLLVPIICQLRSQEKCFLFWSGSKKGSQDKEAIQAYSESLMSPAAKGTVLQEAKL
CDK5 p35 inh = CDK5/p35 (human) kinase inhibition | hit rate 0.01% among 330,000 | inhibition, % at 10 µM | Recombinant CDK5/p35, ADP-Glo luminescence, 60 min;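 active means highest replicate inhibition of at least 50% and at least 75% of replicates reaching 50%; inconclusive means only one of the two criteria met; inactive means both criteria failed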;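 further: plate controls were DMSO neutral control for no effect and GW8510 at 10 µM for full effect; many of its hits are not listed in these tables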
dFosB activator = mouse delta FosB homodimer activation; P13346; purified delta FosB, TAMRA-CDK5 oligo fluorescence polarization; percent of positive-control signal above neutral wells; activation, % at 25 µM; hit rate 0.99% among 340,000;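 active means mean activation above about 17%, with every replicate also reaching it, limit read from the data, passing the limit was not always enough; inconclusive means only one of the two conditions met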;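 further: fluorescence polarization rise as delta FosB binds a TAMRA Cdk5 AP-1 oligo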
Target sequence (P13346 whole entry, looked up): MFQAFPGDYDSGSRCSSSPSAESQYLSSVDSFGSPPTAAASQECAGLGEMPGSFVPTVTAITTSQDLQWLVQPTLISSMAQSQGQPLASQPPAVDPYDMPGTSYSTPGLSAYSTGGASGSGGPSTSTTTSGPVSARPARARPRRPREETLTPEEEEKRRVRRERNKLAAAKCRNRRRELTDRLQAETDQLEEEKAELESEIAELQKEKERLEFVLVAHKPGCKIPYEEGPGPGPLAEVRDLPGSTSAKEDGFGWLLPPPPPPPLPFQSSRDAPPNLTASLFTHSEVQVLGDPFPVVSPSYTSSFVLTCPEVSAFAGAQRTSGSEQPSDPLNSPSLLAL
RTF Ca sens act = increases calcium sensitivity of human cardiac regulated thin filaments | P19429+P45379 | IANBD-labeled TnC RTF fluorescence at EC20 calcium; 0% EC20 calcium, 100% full calcium | activation, % at 7.2 µM | hit rate 0.24% among 340,000;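 active means activation above the mean over all tested compounds plus 3 SD, cut at about 30% in these data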;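 further: rise in fluorescence read as greater calcium sensitivity of cardiac thin filaments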
The depositor's hits bear a star; ? = inconclusive; / = no result given.

cpd | SMILES | RTF Ca sens act | HTR5A ag | MITF act | dFosB activator | CDK5 p35 inh | SR-BI DiI inh | SR-BI DiI-HDL act | Wnt act | Rtt109 Vps75 | PvdQ acylase
1 | COc1ccc2c(c1)c(=O)oc1c(C)c(OCc3cc(C(=O)O)oc3C)ccc12 | 8 | -9 | -11 | 5 | 3.7 | -13 | 13 | -11 | 6 | 14
2 | O=C(/C=C/c1cccc([N+](=O)[O-])c1)NCCN1C(=O)S/C(=C\c2ccc(F)cc2)C1=O | -6 | 6 | -4 | 3 | -0.1 | -6 | 6 | 1 | 1 | -5
3 | CC(=O)/C(N=Nc1cc(C)ccc1O)=C(\C)O | 8 | 0 | -13 | -13 | -0.7 | 30 | -29 | 0 | 9 | -18
4 | COc1ccc2cc(C(=O)NCCCN3CCCC3=O)[nH]c2c1 | -3 | 0 | 0 | -1 | 1.3 | -3 | 3 | 3 | -1 | 23
5 | O=C(CSC1=NCCS1)N1CCOCC1 | -1 | 4 | -6 | 7 | -0.3 | -16 | 16 | / | -29 | -14
6 | O=C(Nc1cccc(C(F)(F)F)c1)c1cnc2n(c1=O)CCS2 | 4 | -1 | 48 | -6 | -1.4 | 7 | -7 | 1 | 3 | -15
7 | COc1ccc(C(=O)O/N=C(\N)c2ccccc2)cc1OC | 7 | 1 | 49 | -6 | -0.8 | 1 | -1 | 56* | -5 | -4
8 | CCOC(=O)C1(Cc2ccccc2)CCN(Cc2ccc3c(c2)OCCO3)CC1 | 1 | 0 | -3 | -3 | -2.3 | -30 | 30 | -11 | -24 | -13
9 | COCCCNC(=O)c1oc2ccc(S(=O)(=O)N(C)C3CCCCC3)cc2c1C | 2 | 1 | / | -2 | -1.7 | 17 | -17 | -2 | 2 | -17
10 | CCOC(=O)c1cccc(NC(=O)CN(c2ccc(C)cc2)S(=O)(=O)c2c(C)noc2C)c1 | 2 | -2 | 4 | -7 | 1.5 | 22 | -22 | 23 | 10 | -2
11 | Cc1cccc(N2C(=O)CC(SC(=Nc3ccccc3)Nc3ccccc3)C2=O)c1 (stereo not drawn) | -6 | 0 | -6 | 0 | 1.2 | 74* | -74 | / | 17 | -6
12 | COc1cc2ccccc2cc1C(=O)NCC(c1cccs1)N(C)C (stereo not drawn) | -3 | -2 | 123* | -7 | -1.1 | 33 | -33 | 28 | 2 | -8
13 | O=C(O)CCc1ccc(-c2ccccc2)n1CC(=O)Nc1cccc(C(F)(F)F)c1 | 0 | 4 | 4 | -6 | -1.1 | -38 | 38 | -3 | 1 | -1
14 | Cc1ccc(CNC(=O)/C=C/c2ccc(S(=O)(=O)N3CCOCC3)cc2)cc1 | 9 | 3 | 0 | 5 | -0.7 | -17 | 17 | -1 | 0 | -15
15 | O=C(O)C1CCN(C(=O)c2ccccc2C(=O)N2CCC(C(=O)O)CC2)CC1 | 3 | 4 | 0 | 3 | 0.7 | -2 | 2 | -5 | -4 | -11
16 | O=C(/C=C/c1ccccc1Cl)Nc1cccc(O)c1 | -1 | -2 | 54 | -12 | 2.2 | 0 | 0 | 54* | 4 | -7
17 | Cc1cnc(C(=O)OCC(=O)Nc2cc(-c3ccccc3)nn2-c2ccccc2)cn1 | 0 | 1 | 3 | -11 | 1.4 | 9 | -9 | -2 | 0 | -16
18 | CCOC(=O)c1sc2nc3c(SCC(=O)O)cc(C(=O)c4ccccc4O)cn3c(=O)c2c1C | -14 | 4 | -5 | -7 | -0.8 | / | / | -2 | 4 | 3
19 | Cc1cc(C)n2c(SCCC(C)C)nnc2n1 | 4 | -1 | 37 | 2 | -0.8 | -2 | 2 | / | -4 | 2
20 | CCN(CC(=O)Nc1ccc(NC(C)=O)cc1)CC(=O)Nc1ccccc1C(=O)c1ccccc1 | -2 | 3 | -8 | -7 | 0.0 | 11 | -11 | 0 | 6 | 7
21 | C=CCNC(=O)c1cn(CC)c2cc(N3CCN(C(=O)c4ccco4)CC3)c(F)cc2c1=O | -4 | 5 | 2 | -11 | 1.3 | 62 | -62 | -3 | 35 | 5
22 | COc1cccc(CC(=O)OC(C)C(=O)Nc2ccc(N3CCOCC3)cc2)c1 (stereo not drawn) | -7 | -1 | 6 | 0 | -1.3 | -12 | 12 | 3 | 5 | 6
23 | CC(C)(C)CC(=O)Nc1nnc(SCC(=O)NC2CCCCC2)s1 | 1 | 0 | -4 | -7 | 1.8 | 5 | -5 | -4 | 5 | 5
24 | COc1ccc(C2CC(=O)c3c(O)cc(O)cc3O2)cc1O (stereo not drawn) | -2 | 2 | 57 | 2 | 1.4 | -7 | 7 | 17 | -12 | -1
25 | Cc1nnsc1S(=O)c1ccc(F)cc1 (stereo not drawn) | -6 | -2 | -8 | 3 | -0.9 | -27 | 27 | 10 | -6 | -3
26 | COc1cc(/C=C2\SC(=S)N(CCC(=O)Nc3ccccc3O)C2=O)cc(OC)c1OC | 3 | -4 | / | 4 | -0.3 | 41 | -41 | 4 | 1 | -2
27 | CCNC(=O)N1c2ccccc2Sc2ccccc21 | -2 | 6 | 7 | -5 | 1.4 | 1 | -1 | / | / | 8
28 | COc1cc(-c2nnc(COC(=O)c3cccn3C)o2)cc(OC)c1OC | -1 | 4 | 16 | -7 | -0.9 | 19 | -19 | -2 | / | 5
29 | CNC(=S)N1C2CCCC1CC(NC(=O)c1ccc(F)cc1)C2 (stereo not drawn) | -6 | -2 | / | -5 | 0.5 | 3 | -3 | -1 | 2 | -5
30 | Cn1c(NCCCO)nc2ccccc21 | -2 | 2 | / | 4 | 1.1 | -14 | 14 | / | / | -5
31 | Clc1ccc(CSc2ncnc3c2ncn3C2CCCCO2)cc1 (stereo not drawn) | -3 | 1 | 37 | -15 | 1.3 | -1 | 1 | 12 | 1 | -11
32 | COc1ccc(Cl)cc1NC(=O)CNc1ccc(F)cc1C | 3 | 0 | -10 | -2 | -1.7 | 7 | -7 | / | -12 | -14
33 | CNC(=O)c1c(NC(=O)c2ccc(S(=O)(=O)N3CC(C)OC(C)C3)cc2)sc2c1CCN(C(C)C)C2 (stereo not drawn) | 2 | 1 | 1 | -7 | 0.1 | 1 | -1 | 1 | -10 | -6
34 | CNC(=O)c1ccccc1F | -4 | 0 | 1 | -3 | 1.1 | -47 | 47 | 0 | -10 | 5
35 | COc1ccc(NC(=O)c2ccc(NC(=O)c3ccncc3)cc2)cc1 | -4 | 8 | 3 | 0 | -0.9 | 12 | -12 | -2 | -2 | -4
36 | C=CCN1C(=O)c2ccccc2Sc2ccc(C(=O)NC(C)C)cc21 | -5 | 2 | -5 | 3 | 1.5 | 12 | -12 | -1 | 1 | -11
37 | COc1ccc(NC(=O)COC(=O)CNC(=O)C2CCCCC2)cc1OC | 1 | 1 | 2 | -8 | -6.0 | 4 | -4 | 0 | 0 | -20
38 | O=C(c1ccco1)N1CCN(c2nc(C(F)(F)F)nc3c2nnn3Cc2ccccc2)CC1 | -2 | 0 | -26 | -6 | 1.6 | 19 | -19 | / | 2 | -5
39 | CN(c1ccccc1)S(=O)(=O)c1nnc(NC(=O)COc2ccccc2F)s1 | -7 | 0 | -6 | 33* | 0.8 | 3 | -3 | -1 | -4 | -5
40 | C/C(=C\C(=O)c1ccccc1)Nc1ccc2c(c1)OCO2 | -2 | -1 | 60 | -12 | -0.1 | -5 | 5 | 8 | -6 | -12
41 | NNc1nc2c(Cl)ccc(Cl)c2s1 | -9 | 3 | -6 | -1 | 2.0 | 0 | 0 | -1 | 4 | -4
42 | Cc1ccccc1CN1CCC(N2CCC(C(=O)NCC3CCCO3)CC2)CC1 (stereo not drawn) | 0 | 1 | 18 | -11 | -0.8 | -7 | 7 | -1 | -11 | -5
43 | O=C(N/C(=C/c1ccc([N+](=O)[O-])cc1)C(=O)N1CCCC1)c1ccccc1 | -4 | 2 | -4 | -5 | 0.0 | -5 | 5 | -1 | 9 | -3
44 | O=C(O)C1=CC[C@@H](c2ccc(Cl)cc2)N(S(=O)(=O)c2ccc(Cl)cc2)[C@H]1c1cccc(Cl)c1 | -4 | 13 | 1 | -7 | -0.7 | -14 | 14 | 0 | 0 | 23
45 | Cc1cc(C)c(NC(=S)N(C)C)c(C)c1 | 16 | 1 | / | 0 | 1.4 | 8 | -8 | 0 | -4 | -9
46 | O=C(O)C1C2C=CC3(O2)C1C(=O)N1c2ccccc2C2OCCC2C13 (stereo not drawn) | -1 | -5 | 7 | -9 | 6.8 | -22 | 22 | -2 | 4 | 13
47 | N#Cc1cc(C(=O)c2cc(F)ccc2O)cn(-c2nccs2)c1=O | 54* | 8 | -4 | -7 | -6.8 | 8 | -8 | -2 | 17 | 4
48 | CC12CCC(C(=O)C1)C1(C)CCCC(=O)C21 (stereo not drawn) | 1 | -1 | -4 | -4 | -0.1 | -8 | 8 | -1 | -7 | 17
49 | COc1ccc(C(=O)c2c(C)c(CCC#N)n3ccccc23)c(OC)c1 | 0 | 1 | -6 | -1 | -0.3 | ? | -70 | 2 | -4 | 5
50 | O=C(CSc1nnc(C2CC2)n1CC1CCCO1)Nc1cccc(Cl)c1 (stereo not drawn) | 2 | -5 | -5 | -3 | 0.3 | 11 | -11 | -3 | 2 | -12
51 | O=C(COC(=O)c1ccc(Br)o1)Nc1nc2c(F)c(F)c(F)cc2s1 | 2 | 5 | -4 | 15 | 0.7 | 19 | -19 | 0 | 0 | 7
52 | COCCn1c(SCC(=O)NC(C)c2ccccc2)nc2ccccc21 (stereo not drawn) | -8 | 3 | 12 | -6 | 1.5 | -31 | 31 | -1 | 3 | -7
53 | CC(=O)Nc1ccc(S(=O)(=O)Nc2cccc(-c3ccc4nncn4n3)c2)cc1 | -3 | -4 | 2 | -4 | 0.8 | 9 | -9 | -2 | 2 | 4
54 | CCn1c(SCC(=O)NC2CCCCC2)nc2ccccc2c1=O | -4 | 7 | 11 | -8 | 2.1 | -33 | 33 | 2 | 3 | -14
55 | C=CCOC(=O)C1=C(C)NC(C)=C(C(=O)OCC=C)C1c1ccc(O)cc1 | -4 | 0 | / | -8 | 0.6 | -16 | 16 | / | / | -20
56 | CC1(C)CC(NC(=O)c2cc([N+](=O)[O-])cc([N+](=O)[O-])c2)CC(C)(C)N1 | 6 | 2 | -20 | -5 | -3.1 | 32 | -32 | 1 | -20 | -8
57 | O=C(N/N=C/c1ccc[nH]1)c1ccncc1 | -5 | 0 | -14 | 3 | 1.9 | -7 | 7 | 0 | 4 | 8
58 | CC(C)C[C@@H](CNCC(=O)[C@H](Cc1c[nH]c2ccccc12)NC(=O)c1[nH]cnc1C(=O)N[C@@H](C)CN)NC(=O)c1nc[nH]c1C(=O)N[C@@H](C)C(=O)O | -4 | 1 | -11 | -11 | 0.4 | 8 | -8 | -2 | -6 | 3

Bioassay records as filed in PubChem.

Rows were taken by chance (roughly 4.4% active in at least one column).
